# Screening results from PubChem BioAssay.
# GRK2 inh = compounds blocking aptamer binding on GRK2 – biochemical, human GRK2, bead flow cytometry, HTS, primary screen; Beta-adrenergic receptor kinase 1 (Homo sapiens), P25098; FAM-aptamer displacement from GRK2; inhibition of aptamer binding, % at 10 µM; 330,000 tested, 0.59% active;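 active = inhibition of aptamer binding above 40%, roughly 3 SD of noise, on plates passing a quality check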;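 also: median bead fluorescence of bound FAM aptamer so fluorescent compounds give negative values; no value below 0 was filed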
# Target sequence (P25098 whole entry, looked up): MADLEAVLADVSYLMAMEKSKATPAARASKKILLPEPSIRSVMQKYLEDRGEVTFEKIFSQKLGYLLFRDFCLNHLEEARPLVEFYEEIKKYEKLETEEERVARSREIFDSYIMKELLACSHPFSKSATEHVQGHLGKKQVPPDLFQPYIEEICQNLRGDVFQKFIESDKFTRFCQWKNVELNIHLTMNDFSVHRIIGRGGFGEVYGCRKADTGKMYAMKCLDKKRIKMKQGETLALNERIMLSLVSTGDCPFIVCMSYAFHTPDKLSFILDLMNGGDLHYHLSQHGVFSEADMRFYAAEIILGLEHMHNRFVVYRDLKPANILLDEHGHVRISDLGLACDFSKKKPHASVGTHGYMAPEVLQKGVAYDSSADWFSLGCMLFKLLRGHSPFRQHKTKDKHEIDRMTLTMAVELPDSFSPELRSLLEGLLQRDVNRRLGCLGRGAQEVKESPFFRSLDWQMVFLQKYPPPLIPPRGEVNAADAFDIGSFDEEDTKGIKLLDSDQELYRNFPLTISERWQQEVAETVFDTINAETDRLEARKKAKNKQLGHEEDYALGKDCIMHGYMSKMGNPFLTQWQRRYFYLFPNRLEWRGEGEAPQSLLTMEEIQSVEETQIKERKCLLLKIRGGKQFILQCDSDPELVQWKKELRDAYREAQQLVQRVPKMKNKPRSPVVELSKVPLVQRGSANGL
# Bcl-xL primary = inhibitors of human Bcl-xL, primary screen, biochemical, fluorescence polarization, HTS | Bcl-2-like protein 1 (Homo sapiens), Q07817 | GST-Bcl-xL / FITC-Bim BH3 peptide fluorescence polarization | inhibition, % at 10.9 µM | 320,000 tested, 0.7% active | AID 2129, 2009;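 active = inhibition above the mean of all tested compounds plus 3 SD, cutoff set per campaign, cut at about 30% in these data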;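 also: 0% = DMSO wells and 100% = unlabeled Bim-BH3 peptide competitor; inhibitors lower millipolarization by displacing the labeled peptide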
# Target sequence (Q07817 whole entry, looked up): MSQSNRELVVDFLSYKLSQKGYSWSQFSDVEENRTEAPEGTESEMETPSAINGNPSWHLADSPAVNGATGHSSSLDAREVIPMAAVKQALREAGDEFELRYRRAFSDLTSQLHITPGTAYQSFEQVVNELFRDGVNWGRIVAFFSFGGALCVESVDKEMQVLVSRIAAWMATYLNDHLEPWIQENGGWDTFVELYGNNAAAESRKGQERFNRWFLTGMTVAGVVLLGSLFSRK
# MCL1 BIM primary = inhibitors of MCL1 binding to BIM-BH3, primary screen, biochemical, fluorescence polarization; Induced myeloid leukemia cell differentiation protein Mcl-1 (Homo sapiens), Q07820; GST-MCL1 / FITC-Bim-BH3 fluorescence polarization; inhibition, % at 10.9 µM; 320,000 tested, 0.68% active; AID 2057, 2009;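 active = inhibition above the mean inhibition of all tested compounds plus 3 SD, set per campaign, cut at about 40% in these data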;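 also: 0% = DMSO wells and 100% = unlabeled Bim-BH3 peptide control; higher means more loss of mP so more displacement of Bim peptide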
# CIT2-GFP yeast = modulators of CIT2-GFP expression in yeast, primary screen, S. cerevisiae, GFP fusion, multiplex flow cytometry, MLPCN library. GFP response vs DMSO, % at 10 µM. 320,000 tested, 0.065% active. AID 2029, 2009. S. cerevisiae CIT2-GFP strain, 3 h; 100 means same as DMSO wells;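 active = GFP response relative to DMSO above a set limit, near the screen mean plus 3 SD, cut at about 150% in these data; inconclusive = Fewer than 70 cells measured for a yeast strain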;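 also: ratio of well median GFP fluorescence to mean of DMSO wells on the plate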
# MEX-5 binding = MEX-5 zinc finger RNA-binding disruptors – biochemical, C. elegans, fluorescence polarization, MLPCN library, primary screen | Zinc finger protein mex-5 (Caenorhabditis elegans), Q9XUB2 | MEX-5/FITC-TCR2 RNA binding; stronger effect = lower value | activity score (negative = inhibition of binding), % at 10 µM | 300,000 tested, 0.38% active;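 active = inhibition past about -25% in most replicates, and total fluorescence under double the plate's negative control median, limit read from the data; inconclusive = replicates evenly split on the limit, or fluorescence at least double controls; inactive = too little inhibition in most replicates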;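 also: 0% = DMSO and -100% = 5 µM competing unlabeled TCR2 RNA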
# Fam108B inh = mouse Fam108B serine hydrolase inhibitors, primary screen, counter-screen for RBBP9 inhibitor project, biochemical, fluorescence polarization. recombinant Fam108B, FP-Rh probe fluorescence polarization. inhibition, % at 9.51 µM. 300,000 tested, 0.33% active. AID 1947, 2009;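 active = inhibition above the screen mean inhibition plus 3 SD, computed separately per campaign, cut at about 18% in these data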;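 also: inhibitors lower polarization as less probe binds the enzyme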
# VLA-4 inh = inhibition in human VLA-4 binding assay, primary screen, VLA-4 allosteric modulator project, MLPCN library, flow cytometry, VLA-4 expressing cells. AID 2557, 2010. 330,000 tested, 0.2% active. ligand binding flow cytometry. inhibition, % (about 7 µM as worked out from the volumes in the protocol); in the data active = inhibition above about 50%
# AGP1-GFP MLPCN = modulators of AGP1-GFP expression in yeast TOR pathway, primary screen, cell-based, multiplex flow cytometry, S. cerevisiae, MLPCN library | GFP response vs DMSO, % at 10 µM | 3 h; GFP as percent of DMSO wells | 320,000 tested, 0.02% active | AID 2066, 2009;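 active = GFP response relative to DMSO above a set limit, near screen average plus 3 SD, cut at about 150% in these data; inconclusive = fewer than 70 cells counted for the yeast strain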;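 also: median GFP channel fluorescence of the gated AGP1 strain per well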
# GLD-1 RNA inh = GLD-1/TGE RNA complex disruptors, primary screen, biochemical, fluorescence polarization; Female germline-specific tumor suppressor gld-1 (Caenorhabditis elegans), Q17339; purified GLD-1 + fluorescein TGE RNA; inhibition, % at 5.96 µM; 320,000 tested, 0.44% active;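 active = percent inhibition above a per-plate cutoff, the plate mean of test compounds plus 3 SD, cut at about 30% in these data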;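 also: 0% = DMSO wells with GLD-1 and probe and 100% = wells lacking GLD-1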
# Starred values were filed as active, the others as inactive; ? = inconclusive; nt = not tested or not shown.
SMILES	GRK2 inh	Bcl-xL primary	MCL1 BIM primary	CIT2-GFP yeast	MEX-5 binding	Fam108B inh	VLA-4 inh	AGP1-GFP MLPCN	GLD-1 RNA inh
Cc1ccc(-c2ccc(SCC(=O)NCC3CCCO3)nn2)cc1 (centres undefined)	0	-1	-9	96	-1.4	-2	-2	95	-3
Nc1c([N+](=O)[O-])cnnc1-c1ccccc1	0	4	3	105	1.9	0	11	104	1
O=C(CNC(=O)C1CCCCC1)Nc1cc(Cl)cc(Cl)c1	1	8	2	nt	1.7	2	18	102	5
O=C(NCCCO)/C(=C/c1ccco1)NC(=O)c1ccc(Br)o1	0	21	20	97	-6.1	-1	14	99	17
c1cnn(-c2nc(N3CCOCC3)nc(N3CCOCC3)n2)c1	0	2	5	94	-0.4	2	0	99	0
COc1ccc(/C=N/NC(=O)C(=O)Nc2ccccn2)cc1OC	0	0	0	97	-0.6	0	13	84	4
COC(=O)c1cc(NC(=O)CC2Oc3ccccc3NC2=O)cc(C(=O)OC)c1 (centres undefined)	0	0	-1	108	2.9	2	3	94	0
Cc1ccc(N(CC(=O)NC2CCCCC2)C(=O)CCCC(=O)Nc2ccccn2)cc1	0	6	5	105	-1.1	3	9	111	8
Cc1c(NS(=O)(=O)c2ccc(N(C)C3CCCCC3)c([N+](=O)[O-])c2)c(=O)n(-c2ccccc2)n1C	0	2	5	103	-2.6	-3	6	102	-3
COc1cccc2sc(N(CCCN(C)C)C(=O)CCS(=O)(=O)c3ccccc3)nc12	0	7	-3	101	-0.6	-5	-3	101	0
COc1cc(/C=C/C(=O)OCC(=O)c2ccc[nH]2)cc(OC)c1OC	1	nt	nt	107	nt	nt	7	99	0
COc1ccc(CCCC(=O)N/N=C/c2cccc(OC)c2O)cc1C	8	-4	-4	82	-1.4	-5	10	91	-2
O=C1CC[C@H](O)CCN1CCSc1ccc(Br)cc1	2	2	3	101	nt	nt	3	95	0
COc1cccc(CCC(=O)N(C)C2CCCN(Cc3ccccc3F)C2)c1 (centres undefined)	0	4	11	103	1.8	6	-2	103	9
Nc1nnc(SCc2c(F)cccc2Cl)s1	0	-1	2	98	4.2	-3	2	105	2
C#CCOCCOCCOCCNc1nc(N2CCN(C(=O)CCCCCCCCCCNC(=O)Cn3cc(C[C@@H](C)O)nn3)CC2)nc(N2CCN(C(=O)CCCCCCCCCCNC(=O)[C@H](CCCCN)n3cc(CCCC(=O)O)nn3)CC2)n1	0	-8	-4	82	nt	-5	-10	89	-1
CCC1CCc2c(sc(NC(=O)c3ccco3)c2C(N)=O)C1 (centres undefined)	1	6	7	97	1.6	-8	-9	94	-8
CCOC(=O)c1c(NC(=O)CSc2nc3c(c(=O)n(C)c(=O)n3C)n2C(C)C)sc(C)c1C	1	2	1	94	-1.0	2	3	99	1
CCc1nc(SCC(=O)Nc2ccc(N(C)C)cc2)c2ccccc2n1	0	-1	-6	95	3.0	2	-1	97	0
COc1ccc2c(CC(=O)N3CCc4cc(OC)c(OC)cc4C3)coc2c1	1	-1	-3	98	-2.3	4	-1	99	5
COc1ccc(NC(=S)N(CCCN2CCOCC2)C(C)c2cc3cccc(OC)c3o2)cc1 (centres undefined)	4	3	3	106	-3.9	2	3	107	1
CSc1nc2ccc(NC(=O)NC(=O)c3c(F)cccc3F)cc2s1	1	0	-5	104	0.1	-1	-2	111	-6
COc1cc(OC)c(OC)cc1/C=N/n1c(C)nc2ccccc2c1=O	6	5	8	100	0.9	-2	7	104	6
Cc1ccc(NC(=O)CCC(=O)N/N=C/c2ccc(O)cc2O)cc1	0	9	5	98	-2.8	4	33	103	2
O=C(CNCc1ccccc1)NC1C2CC3CC(C2)CC1C3 (centres undefined)	0	0	6	109	0.8	-2	2	98	3
COC(=O)C1CCN(C(=O)COC(=O)c2ccc(OC)c(S(=O)(=O)N3CCCc4ccccc43)c2)CC1	1	3	-8	86	-0.9	-3	14	94	-1
Cc1ccccc1N1C(=O)c2ccccc2C1O (centres undefined)	0	-6	-6	94	-5.3	-4	-11	92	4
Cc1cccc(-c2nnc(NC(=O)c3cccs3)s2)c1	2	1	-3	101	-1.7	-3	-6	97	2
O=[N+]([O-])c1ccc(S(=O)(=O)c2ccccc2)nc1	2	10	13	92	0.9	5	-5	94	-1
COc1ccc(-c2nn(-c3ccccc3)cc2/C=C/C(=O)N2CCOCC2)cc1OC	1	8	1	91	-0.8	1	-1	103	2

# A few values from above.
# `Cc1ccccc1N1C(=O)c2ccccc2C1O` (centres undefined) | VLA-4 inh: -11
# `CCC1CCc2c(sc(NC(=O)c3ccco3)c2C(N)=O)C1` (centres undefined) | Bcl-xL primary: 6

# Going on with the list:
SMILES	GRK2 inh	Bcl-xL primary	MCL1 BIM primary	CIT2-GFP yeast	MEX-5 binding	Fam108B inh	VLA-4 inh	AGP1-GFP MLPCN	GLD-1 RNA inh
COc1ccc(Br)cc1-c1noc(-c2ccncc2)n1	0	2	66*	99	-1.0	-9	17	99	-1
Cc1cccc(-c2nc3c(c(SCC(=O)N4CCOCC4)n2)CCCC3)c1	1	5	-1	85	-0.3	-3	-2	87	5
O=C(O)c1cnc(-c2ccccc2)nc1Oc1ccc(Cl)cc1	0	-1	8	nt	1.0	-4	-8	88	2
COc1ccc2c(c1)NC1(O)c3ccccc3C(=O)C21O (centres undefined)	3	4	7	95	1.6	-4	2	104	-1
COc1ccc(N2CC(O)=C(c3nc(-c4ccc(Cl)cc4)cs3)C2=N)cc1	0	0	1	81	-2.5	0	5	86	3
CN(C(=O)COC(=O)Cn1cnc2ccccc21)C1CCCCC1	0	nt	nt	118	nt	nt	15	101	-4
O=[N+]([O-])c1ccc2nc(SCc3cn4ccccc4n3)[nH]c2c1	0	1	-6	98	-3.0	1	-1	97	-3
C[C@H](NC(=O)OC(C)(C)C)c1nnc(SCC(=O)Nc2ccc(Br)cc2)o1	0	1	9	106	1.1	-2	-3	106	-3
CS(=O)(=O)Nc1ccc(-c2ccc(/C=C3\SC(N)=NC3=O)o2)cc1	3	-14	-36	71	6.0	-4	0	86	-81
CCO[C@H]1OC(C(=O)NC2CC2)=C[C@@H](C)[C@@H]1CCCO	0	-3	-9	?	-2.1	-1	25	?	1

# 16 entries from above, with values under each structure:
# Screens in order – GRK2 inh	Bcl-xL primary	MCL1 BIM primary	CIT2-GFP yeast	MEX-5 binding	Fam108B inh	VLA-4 inh	AGP1-GFP MLPCN	GLD-1 RNA inh
O=C(CNCc1ccccc1)NC1C2CC3CC(C2)CC1C3 (centres undefined)
  0	0	6	109	0.8	-2	2	98	3
COC(=O)C1CCN(C(=O)COC(=O)c2ccc(OC)c(S(=O)(=O)N3CCCc4ccccc43)c2)CC1
  1	3	-8	86	-0.9	-3	14	94	-1
Cc1ccccc1N1C(=O)c2ccccc2C1O (centres undefined)
  0	-6	-6	94	-5.3	-4	-11	92	4
Cc1cccc(-c2nnc(NC(=O)c3cccs3)s2)c1
  2	1	-3	101	-1.7	-3	-6	97	2
O=[N+]([O-])c1ccc(S(=O)(=O)c2ccccc2)nc1
  2	10	13	92	0.9	5	-5	94	-1
COc1ccc(-c2nn(-c3ccccc3)cc2/C=C/C(=O)N2CCOCC2)cc1OC
  1	8	1	91	-0.8	1	-1	103	2
COc1ccc(Br)cc1-c1noc(-c2ccncc2)n1
  0	2	66*	99	-1.0	-9	17	99	-1
Cc1cccc(-c2nc3c(c(SCC(=O)N4CCOCC4)n2)CCCC3)c1
  1	5	-1	85	-0.3	-3	-2	87	5
O=C(O)c1cnc(-c2ccccc2)nc1Oc1ccc(Cl)cc1
  0	-1	8	nt	1.0	-4	-8	88	2
COc1ccc2c(c1)NC1(O)c3ccccc3C(=O)C21O (centres undefined)
  3	4	7	95	1.6	-4	2	104	-1
COc1ccc(N2CC(O)=C(c3nc(-c4ccc(Cl)cc4)cs3)C2=N)cc1
  0	0	1	81	-2.5	0	5	86	3
CN(C(=O)COC(=O)Cn1cnc2ccccc21)C1CCCCC1
  0	nt	nt	118	nt	nt	15	101	-4
O=[N+]([O-])c1ccc2nc(SCc3cn4ccccc4n3)[nH]c2c1
  0	1	-6	98	-3.0	1	-1	97	-3
C[C@H](NC(=O)OC(C)(C)C)c1nnc(SCC(=O)Nc2ccc(Br)cc2)o1
  0	1	9	106	1.1	-2	-3	106	-3
CS(=O)(=O)Nc1ccc(-c2ccc(/C=C3\SC(N)=NC3=O)o2)cc1
  3	-14	-36	71	6.0	-4	0	86	-81
CCO[C@H]1OC(C(=O)NC2CC2)=C[C@@H](C)[C@@H]1CCCO
  0	-3	-9	?	-2.1	-1	25	?	1

# (further entries)
SMILES	GRK2 inh	Bcl-xL primary	MCL1 BIM primary	CIT2-GFP yeast	MEX-5 binding	Fam108B inh	VLA-4 inh	AGP1-GFP MLPCN	GLD-1 RNA inh
C=CCn1cc(C(=O)OC)c(=O)c2cc(S(=O)(=O)N3CCCCCC3)ccc21	1	6	4	86	1.8	-1	-11	94	-3
CCOC(=O)[C@H]1[C@H]2COc3cc(OC)ccc3[C@@H]2N2C(=O)N(c3cccc(Cl)c3)C(=O)[C@@]12C	3	8	8	64	-5.2	-4	15	74	10
C=CCNC(=S)Nc1sc2c(c1C(=O)OCC)CCN(C(=O)OCC)C2	2	5	2	105	-2.1	1	2	102	1
O=C1CC(=O)C(n2cncn2)C(c2ccc(Cl)cc2Cl)C1 (centres undefined)	1	0	-8	106	1.0	3	-8	106	0
Cc1cccc(C)c1NC(=O)CSc1nc(N2CCOCC2)nc(N2CCOCC2)n1	5	0	1	96	0.1	2	-8	98	-6
O=C(CN1CCN(Cc2ccccc2)CC1)Nc1cccc(S(=O)(=O)N2CCCCCC2)c1	0	3	-4	nt	3.1	0	5	95	-7
[N-]=[N+]=NC1c2ccccc2C(=O)N1Cc1ccccc1 (centres undefined)	2	7	3	101	1.4	2	3	93	0
Cc1cccc(-n2c(C)cc(/C=N/O)c2C)c1	2	6	8	99	2.2	-1	19	104	5

# Hits appear at their usual frequency, and some 2.2% of all compounds hit somewhere here.
